Source: PubChem BioAssay (several laboratories)
TLR9-MyD88 block: inhibitors of TLR9-MyD88 association in cells, primary screen, cell-based, CHO, BLA complementation, fluorescence; Toll-like receptor 9 (Homo sapiens) + Myeloid differentiation primary response protein …; CCF4 FRET ratio; inhibition, % at 4.98 µM; actives 0.21% (n = 340,000);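 active = inhibition above the mean over all tested compounds plus 3 SD, cut at about 21% in these data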;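 note: 0% = DMSO only wells and 100% = clavulanate BLA inhibitor control wells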
NR2F2 inh: NR2F2 transcriptional activity inhibitors, primary screen, cell-based, luciferase reporter, HEK293T, luminescence; COUP transcription factor 2 (Homo sapiens), P24468; HEK293T NGFI-A luciferase reporter; inhibition, % at 8.6 µM; actives 0.7% (n = 370,000); AID 686940, 2013;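 active = inhibition above a per-plate cutoff, mean inhibition of test wells between control levels plus 3 SD, cut at about 38% in these data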;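 note: cells cotransfected with COUP-TFII expression vector driving the NGFI-A reporter; 0% = median of COUP-TF2 test wells and 100% = reporter-only cells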
TRAIL sens C8: viability loss with TRAIL in NB7+C8 cells, primary screen, TRAIL sensitizer project, cell-based, ATPlite luminescence | inhibition (viability loss, TRAIL sensitization), % at 10 µM | AID 624354, 2012 | actives 1% (n = 360,000);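 active = compounds causing at least 50% loss of cell viability in the single-dose screen, relative to plate controls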
TWEAK Fn14 block: inhibitors of TWEAK-Fn14 signaling, primary screen, luciferase reporter cells, uHTS; actives 2% (n = 360,000); AID 1159606, 2016; TWEAK-stimulated Fn14 reporter cells, luciferase luminescence, 8 h; inhibition, % at 10 µM; in the data active = inhibition above about 50%
TROY signal inh: inhibitors of TROY-driven NF-kB signaling, primary screen, Q293 LMP1-TROYcd cells, NF-kB luciferase, uHTS; actives 0.98% (n = 360,000); Q293 LMP1-TROYcd NF-kB luciferase reporter, 4 h; inhibition, % at 10 µM;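 active = compounds whose plate-normalised and pattern-corrected inhibition of the luciferase reporter signal at the single screening dose is 50% or more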
NOD2 RIPK2 PPI: NOD2-RIPK2 binding disruptors in cells, primary screen, fluorescence, CHO cells, BLA complementation. CCF4 ratio. inhibition, % at 4.98 µM. actives 0.38% (n = 360,000). AID 624267, 2012; in the data active = inhibition above about 21%;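 note: 0% = vehicle only and 100% = reference blocker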
LRH-1 inv ag: LRH-1 (NR5A2) inverse agonists, primary screen, cell-based, luminescence, HEK293T, StAR-luciferase reporter; actives 0.13% (n = 360,000); Nuclear receptor subfamily 5 group A member 2 (Homo sapiens), O00482; LRH-1 transfected, 24 h; inhibition, % at 3.6 µM;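 active = inhibition above the mean inhibition of all tested compounds plus 3 SD, cut at about 73% in these data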;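 note: 0% = DMSO wells and 100% = reporter-only cells lacking LRH-1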
NCOA1 inh: SRC1 coactivator transcriptional activity inhibitors, primary screen, cell-based, luminescence; Nuclear receptor coactivator 1 (Homo sapiens), Q15788; HEK293 GAL4-SRC1 luciferase reporter; inhibition, % at 3.6 µM; actives 0.12% (n = 360,000); AID 588354, 2011;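 active = inhibition above the campaign mean plus 3 SD, with each screening campaign given its own cutoff, cut at about 60% in these data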;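 note: 0% = DMSO treated cells and 100% = gossypol at 36 µM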
SRC3 inh: SRC3 coactivator transcriptional activity inhibitors, primary screen, cell-based, luminescence; AID 588352, 2011; HEK293 GAL4-SRC3 luciferase reporter; Nuclear receptor coactivator 3 (Homo sapiens), Q9Y6Q9; inhibition, % at 3.6 µM; actives 0.17% (n = 360,000);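 active = inhibition above a per-campaign cutoff, the mean of all compounds plus 3 SD, cut at about 60% in these data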;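 note: 0% = DMSO-treated cells and 100% = gossypol-treated cells at 36 µM; higher means less SRC3-driven luciferase light from the GAL4 reporter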
Target sequence (Q9Y6Q9 whole entry, looked up, the tested form may be a part): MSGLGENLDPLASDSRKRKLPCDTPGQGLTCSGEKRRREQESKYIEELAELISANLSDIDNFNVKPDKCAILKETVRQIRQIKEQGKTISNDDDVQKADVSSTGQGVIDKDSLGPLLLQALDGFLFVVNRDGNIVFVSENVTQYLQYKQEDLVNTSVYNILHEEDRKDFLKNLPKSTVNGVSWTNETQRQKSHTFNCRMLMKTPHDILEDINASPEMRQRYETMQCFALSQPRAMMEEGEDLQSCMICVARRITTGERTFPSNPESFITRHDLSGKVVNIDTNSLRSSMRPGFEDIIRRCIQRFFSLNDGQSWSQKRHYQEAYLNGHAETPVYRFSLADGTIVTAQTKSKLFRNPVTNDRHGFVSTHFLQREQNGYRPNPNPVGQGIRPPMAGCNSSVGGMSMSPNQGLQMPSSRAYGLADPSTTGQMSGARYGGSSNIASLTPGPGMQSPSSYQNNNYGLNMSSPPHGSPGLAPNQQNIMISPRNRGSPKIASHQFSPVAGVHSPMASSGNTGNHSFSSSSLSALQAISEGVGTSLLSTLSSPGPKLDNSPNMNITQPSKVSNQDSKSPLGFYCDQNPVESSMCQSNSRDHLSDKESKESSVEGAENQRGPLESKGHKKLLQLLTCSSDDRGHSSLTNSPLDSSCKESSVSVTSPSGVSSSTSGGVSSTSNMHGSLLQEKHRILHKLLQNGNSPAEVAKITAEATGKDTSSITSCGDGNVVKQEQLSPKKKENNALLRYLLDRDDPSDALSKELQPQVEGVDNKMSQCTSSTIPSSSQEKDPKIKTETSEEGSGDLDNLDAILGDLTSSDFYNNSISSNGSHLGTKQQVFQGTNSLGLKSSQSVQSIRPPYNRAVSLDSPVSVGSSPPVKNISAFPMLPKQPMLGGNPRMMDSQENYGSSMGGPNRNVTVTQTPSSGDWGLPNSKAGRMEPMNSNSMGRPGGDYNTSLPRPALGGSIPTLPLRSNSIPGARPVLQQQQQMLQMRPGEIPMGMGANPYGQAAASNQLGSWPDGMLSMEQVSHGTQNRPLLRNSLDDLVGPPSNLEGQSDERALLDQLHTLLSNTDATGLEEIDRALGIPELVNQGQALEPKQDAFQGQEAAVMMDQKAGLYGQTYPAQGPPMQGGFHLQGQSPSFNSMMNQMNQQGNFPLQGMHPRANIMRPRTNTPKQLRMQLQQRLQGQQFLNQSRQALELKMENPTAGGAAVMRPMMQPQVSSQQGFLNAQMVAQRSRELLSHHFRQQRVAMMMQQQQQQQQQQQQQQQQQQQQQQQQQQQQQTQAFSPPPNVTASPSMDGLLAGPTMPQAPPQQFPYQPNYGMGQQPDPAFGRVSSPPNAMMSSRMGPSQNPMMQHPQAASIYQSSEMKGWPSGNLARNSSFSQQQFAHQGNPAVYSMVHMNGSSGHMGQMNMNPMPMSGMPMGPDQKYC
EBV LMP1 NFkB: EBV LMP1-driven NF-kappaB luciferase reporter inhibitors, primary screen, cell-based, luminescence, single point; LMP1-induced NF-kappaB luciferase reporter cells; inhibition, % at 12.5 µM; actives 0.69% (n = 350,000); in the data active = inhibition above about 41%;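 note: 0% = neutral control wells and 100% = reference inhibitor control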
NCOA2 inhibitor: inhibition of GAL4-SRC2 driven luciferase reporter, primary screen, SRC2 inhibitor project, cell-based, luminescence. Nuclear receptor coactivator 2 (Homo sapiens), Q15596. inhibition, % at 9 µM. HEK293 GAL4-SRC2 luciferase reporter. actives 0.17% (n = 370,000);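 active = inhibition above the mean inhibition of all tested compounds plus 3 SD, set per campaign, cut at about 52% in these data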;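 note: 0% = DMSO treated cells and 100% = cells given Gossypol at 36 µM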
Starred values were filed as active, the others as inactive; . = not tested or not shown. A portion of the library (hit frequency here may not be typical).

SMILES	TLR9-MyD88 block	NR2F2 inh	TRAIL sens C8	TWEAK Fn14 block	TROY signal inh	NOD2 RIPK2 PPI	LRH-1 inv ag	NCOA1 inh	SRC3 inh	EBV LMP1 NFkB	NCOA2 inhibitor
COc1ccc(S(=O)(=O)N2CCN(CCc3ccccc3)CC2)c(OC)c1	0	20	12	3	14	6	20	15	8	7	7
O=C(CN1CCOCC1)Nc1ccccc1Sc1ccccc1	9	18	-8	1	-43	-6	0	14	15	-32	2
CC[C@]1(C(=O)OC)[C@H]2C(=O)N(C)C(=O)[C@H]2[C@H]2CN=C(SCC3CC3)N21	-3	-8	-11	-3	10	-2	-2	9	-9	-4	-12
CCCCCCN1C[C@@H](n2cc(COC(=O)c3ccccc3)nn2)[C@H](O)C[C@@H]1c1ccc(OC)cc1	-6	-1	27	21	9	-4	-1	-18	1	0	20
CC(C)(C)NC(=O)NC(=O)CN1CCN(S(=O)(=O)c2ccc3c(c2)CCCC3)CC1	-3	8	15	-5	26	6	-3	-25	12	-14	-29
Cc1cccc(/C=C2/Sc3ccc(C(=O)NCCN4CCCC4)cc3NC2=O)c1	2	1	22	-10	-3	9	-32	-1	-16	-6	-22
O=C(NCCC1=CCCCC1)C1CCN(S(=O)(=O)c2ccc(-n3cnnn3)cc2)CC1	4	-1	-16	7	0	-7	13	3	17	-34	12
CC(=O)c1ccc(NC(=O)c2ccc(CNc3c(N4CCOCC4)c(=O)c3=O)cc2)cc1	-1	-15	2	-5	-11	1	16	8	-5	1	4
CC(=O)N1c2ccc(S(=O)(=O)N3CCC(C(=O)Nc4cccc(C(F)(F)F)c4)CC3)cc2CC1C (centres undefined)	5	24	17	4	4	12	15	-63	21	.	17
Cc1ccc(O)c(NC(=O)C2CC(c3c(F)cccc3Cl)=NO2)c1 (centres undefined)	-8	3	-2	-5	-3	4	4	-6	-11	-8	1
CCOC(=O)C1CCCN(S(=O)(=O)c2ccc3c(c2)C(C)(C)C(=O)N3C)C1 (centres undefined)	-2	12	2	7	1	-4	-8	-11	9	-6	-8
CCN1C(=O)[C@@H]2[C@@H](c3ccc(-c4ccc(F)cc4)c(OC)c3)N3CCCC[C@@]3(C(=O)OC)[C@@H]2C1=O	-1	17	-1	-11	-10	2	3	-9	24	11	-46
COc1ccc(-c2cn(/N=C/c3ccc(Cl)cc3Cl)c(N)n2)cc1	3	-3	-13	-2	13	5	-1	-5	-9	-6	-5
Cc1noc(C)c1C(=O)OCC(=O)Nc1cc(Cl)ccc1Oc1ccccc1	8	5	6	9	-7	-15	3	11	2	-5	-16
CC(C)(C)c1cc(NC(=O)c2ccco2)n(-c2ccccc2)n1	-8	0	-6	5	-4	7	8	3	3	1	-12
CCCCN(CC)Cc1ccc(CNC(=O)Nc2ccc(F)cc2)o1	8	-1	18	5	7	2	35	8	7	5	14
Cc1ccc(NS(=O)(=O)c2ccc3c(c2)oc(=O)n3C)cc1C	5	14	1	7	19	-1	-5	-5	6	9	10
Cc1nn(CC(=O)N(C)C2CCS(=O)(=O)C2)c(C)c1S(=O)(=O)N(C)C (centres undefined)	-8	4	1	6	-16	-12	-4	8	-6	-5	0
O=C(NC1CCCC1)C1CCCN1C(=O)Nc1ccccc1Cl (centres undefined)	-13	11	-14	-9	11	-1	-1	-42	-22	-14	-12
CC(C)CNC(=O)C(=O)Nc1ccc(N(C)C)cc1	-10	-17	2	-16	-58	-6	-91	-61	-87	5	-55
Cc1onc(-c2ccccc2Cl)c1C(=O)OCC(=O)Nc1cccc(S(=O)(=O)N(C)C)c1	-5	24	10	9	14	5	4	0	24	-4	16
COc1ccc(C/C(N)=N/OC(=O)c2cccs2)cc1	2	-5	-3	-9	-44	-12	-45	-5	4	8	-5
Cn1c(SCC(=O)NC2CC2)nnc1-c1ccc(Cl)cc1	-3	1	2	-9	-11	1	3	10	29	-9	7
COC(=O)[C@H](CCSC)NC(=O)c1cccnc1SC	-4	5	-24	10	0	-1	3	-4	14	10	-9
Cc1ccccc1NC(=S)NC(=O)COc1ccccc1C	-6	0	-6	-16	-38	4	16	5	0	1	-27
SMILES	TLR9-MyD88 block	NR2F2 inh	TRAIL sens C8	TWEAK Fn14 block	TROY signal inh	NOD2 RIPK2 PPI	LRH-1 inv ag	NCOA1 inh	SRC3 inh	EBV LMP1 NFkB	NCOA2 inhibitor
CCOC(=O)Cn1cnc2c(nnn2-c2ccc(C)cc2)c1=O	0	-1	7	-14	-7	7	15	5	10	0	6
CN1CCN(C(=O)c2ccccc2NC(=O)c2ccccc2Br)CC1	-5	-1	-1	13	1	3	-11	8	14	-16	20
Cc1ccc2nc(-c3sc4nc(C)ccc4c3N)[nH]c2c1	10	-44	54*	71*	25	9	-134	-89	-112	-55	-59
CCn1nc(C(=O)OCC(=O)Nc2ncc(Cl)c(C)c2Cl)c2ccccc2c1=O	8	4	-4	12	-7	13	6	-5	7	-4	-25
CN1CCC(=NNC(=O)C(=O)NC2CCCCC2)CC1	-12	3	-18	-8	1	-5	1	-3	8	0	-9
CCC(Sc1ccc2nnc(-c3cccnc3)n2n1)C(=O)O (centres undefined)	6	6	-7	7	6	-3	4	-4	-1	-10	10
Cc1cc(Cl)c(OCCCn2ccnc2)c(Br)c1	-2	-12	7	-14	-21	-7	-10	-15	7	5	0
COC(=O)[C@]12CCCCC=C1N(CCc1ccc(OC)c(OC)c1)C(=O)[C@H](CC(=O)N1CCC(c3ccccc3)CC1)C2	.	-8	38	.	.	-18	-13	.	.	.	1
COc1ccc(OC)c(NC(=O)CSc2nnc(-c3cccnc3)s2)c1	1	-1	-8	-12	6	-12	-7	-59	4	-8	7
CC1(C(=O)NS(=O)(=O)c2cccs2)CCN1C(=O)C1(c2ccc(Cl)cc2)CC1 (centres undefined)	.	-2	-10	4	-9	-7	-2	-3	8	.	2
N/C(=N\OC(=O)CCC1CCCC1)c1cccc([N+](=O)[O-])c1	-13	-27	18	-12	-71	-5	14	-12	15	-6	-10
Nc1ccccc1O	-4	.	-6	5	-38	3	24	-14	-7	-21	.
O=C(CSc1nc2ccccc2o1)N/N=C/c1ccccc1C(=O)O	-4	5	-19	-11	-20	0	1	-20	-13	-12	-18
O=C(COC(=O)c1cncc(Br)c1)NCc1ccccc1	-7	13	4	0	1	1	5	1	15	6	19
COc1ccc(C(=O)c2sc(Nc3ccccc3)nc2C)cc1	-4	-27	16	-3	14	8	-33	-18	-21	6	-27
Cn1cc(C(=O)N2CCCCC2)c(=O)c2cc(S(=O)(=O)N3CCCC3)ccc21	12	-1	-12	-12	7	-6	-9	2	-10	-6	5
O=C(CN1C(=O)NC2(CCCCCCC2)C1=O)NCc1ccccc1Cl	-9	4	10	-6	11	-2	-35	-10	-9	4	-5
COc1ccc(OC)c(NC(=O)NCCc2c[nH]c3ccccc23)c1	-21	5	0	2	20	2	6	-2	7	-7	-10
O=C(CCC1COc2ccccc2O1)NCc1ccccc1 (centres undefined)	-11	1	-24	-20	-14	-2	0	-8	5	-7	-4
FC(F)(F)c1cc(-c2ccccc2)nc2ncnn12	-6	4	8	-7	-1	-7	-9	-10	11	3	-38
COc1ccc(N2CCN(Cc3nc4sc(C)c(C)c4c(=O)[nH]3)CC2)cc1	2	13	2	8	-2	-2	-6	-2	-2	-9	-2
CCN(CC)CCNC(=O)c1ccc(NC(=O)c2ccc(COc3ccccc3)cc2)cc1	2	-4	8	-76	-10	-10	-14	-1	-6	2	18
Cc1cc(F)ccc1NC(=O)c1cnccn1	-4	-23	-3	1	-2	-1	13	10	23	-21	10
COc1ccc(/C=N/Nc2cc(C)nc(N3CCOCC3)n2)c(OC)c1	3	2	1	-11	-44	-10	-12	-14	-1	4	-19
Cc1ccc(-n2nc3c(=O)n(CC(=O)NCc4ccccc4Cl)nc(C)c3c2C)cc1	1	-10	18	5	8	-1	-9	7	21	0	4

Copied from the list.
Reading of Nc1ccccc1O under EBV LMP1 NFkB: -21
Reading of COC(=O)[C@]12CCCCC=C1N(CCc1ccc(OC)c(OC)c1)C(=O)[C@H](CC(=O)N1CCC(c3ccccc3)CC1)C2 under TRAIL sens C8: 38
Reading of Cc1ccc(-n2nc3c(=O)n(CC(=O)NCc4ccccc4Cl)nc(C)c3c2C)cc1 under NR2F2 inh: -10

The list continues.
SMILES	TLR9-MyD88 block	NR2F2 inh	TRAIL sens C8	TWEAK Fn14 block	TROY signal inh	NOD2 RIPK2 PPI	LRH-1 inv ag	NCOA1 inh	SRC3 inh	EBV LMP1 NFkB	NCOA2 inhibitor
O=C(Nc1ccc2ccccc2n1)Nc1ccccc1F	-1	13	10	-31	-50	1	-16	-32	-24	-8	8
COc1cccc(CCC(=O)Nc2cccc(S(=O)(=O)N3CCCC3)c2)c1OC	0	3	6	3	-8	-18	-1	2	22	5	-2
Cn1ncc([N+](=O)[O-])c1C(=O)Nc1ccccc1Cl	-5	0	-35	-5	13	-1	-2	-2	-12	5	-8
COc1ccc(/C=C(\C#N)C(=O)c2cccn2C)cc1	-7	-11	-2	-10	-32	9	0	-4	-12	-7	4
COc1ccc(C(=O)NCCNC(=O)c2cc(OCC(F)(F)F)ccc2OCC(F)(F)F)cc1	3	-12	1	-28	2	-2	15	2	-13	2	-20
CCOC(CCNC(=O)c1cc(-c2cccs2)nc2ccccc12)OCC	-12	3	0	2	-10	-9	8	16	25	.	26
CCCCCCC(NC(=O)c1ccc(C)cc1)C(=O)O (centres undefined)	-7	1	1	-12	-5	-8	-6	-30	9	5	-18
COc1ccc(-c2csc(N3N=C(C)C(C)C3=O)n2)cc1 (centres undefined)	-13	-16	8	-4	-57	-8	-35	-15	-21	-10	-37
Cc1ccc(NC(=O)C2(C)CCN2C(=O)CC(c2ccccc2)c2ccccc2)cc1 (centres undefined)	.	11	-23	5	-2	-2	15	8	-1	.	37
CC(=O)OC1(C)C=Cc2ccccc2C1=NS(=O)(=O)c1ccccc1 (centres undefined)	2	12	6	-8	2	6	-25	-19	5	-7	-29
O=C(COC(=O)c1ccc(Cl)nc1)NC1CCCc2ccccc21 (centres undefined)	4	-5	-14	-16	-41	2	-1	2	-9	5	-10
O=c1[nH]cnc2scc(-c3ccc(-c4ccccc4)cc3)c12	4	-51	42	20	-3	-2	-136	-74	-86	-2	-42
O=C(O)c1ccc(NS(=O)(=O)c2cc(C(=O)O)ccc2Br)cc1	-7	-16	3	28	4	-4	-4	-2	15	1	13
CCOc1ccc(C(=O)N2CCCC2)cc1	5	1	-10	12	-11	1	15	11	-1	-10	2
CN(C)Cc1c(OC(=O)c2ccc(N)cc2)ccc2ccccc12	0	-2	-9	-8	-27	2	-14	-16	-20	0	-8
